PhoP inhibition = inhibitors of PhoP regulon expression, primary screen, Salmonella Typhimurium, GFP reporter (AID 1863); 300,000 compounds, 0.16% hits; S. Typhimurium PhoP-regulated promoter GFP reporter, 4 h; higher % means a stronger effect; inhibition, % at 50 µM; hits with a dose series show IC50 in µM;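 active = inhibition over 29.93%, a cutoff 3 SD above the screen mean, later confirmed by dose response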;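 also: 0% = low Mg2+ inducing control and 100% = high Mg2+ repressing control; strong numbers were not always called active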
NOD1 inhibition = NOD1 signaling inhibitors, primary screen, cell-based, luminescence, uHTS (AID 1578); inhibition, % at 4 µM; hits with a dose series show EC50 in µM; 290,000 compounds, 1% hits; NOD1-driven NF-kB luciferase reporter cells, luminescence; higher % means a stronger effect; in the data active = inhibition mostly above about 36%, no sharp cut-off; inactive = mostly below about 34%;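 also: HEK-293T reporter cells stimulated with the NOD1 agonist gamma-tri-DAP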
KOR beta-arrestin-1 = KOR antagonists, beta-arrestin recruitment, cell-based, luminescence, uHTS (AID 1778); KOR beta-arrestin recruitment, luminescence, antagonist mode; higher % means a stronger effect; 290,000 compounds, 0.091% hits; one-dose inhibition, % at 10 µM; IC50 in µM for titrated hits; also: strong numbers were not always called active
Myeloid diff MLP = myeloid differentiation induction; ER-HoxA9 myeloid progenitors, lysozyme-GFP differentiation, flow cytometry; calls only at 10 µM; 360,000 compounds, 1% hits;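 active = normalized GFP-positive differentiation at or above the plate's own cutoff, the solvent-only control mean plus 3 SD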;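 also: cells exposed to compound for four days before flow analysis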
LYP phosphatase = inhibitors of LYP phosphatase, biochemical, fluorescence intensity, uHTS (AID 1779). recombinant LYP phosphatase, fluorescence intensity; higher % means a stronger effect. one-dose inhibition, % at 11.5 µM; IC50 in µM for titrated hits. 290,000 compounds, 0.054% hits;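 also: plate controls were vehicle with enzyme for no effect and no enzyme for full effect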
HIV peptide binding = inhibitors of HIV fusion peptide binding, primary screen, biochemical, uHTS, fluorescence dequenching (AID 1986); cell-free peptide binding, fluorescence dequenching, 30 min; higher % means a stronger effect; one-dose inhibition, % at 20 µM; IC50 in µM for titrated hits; 290,000 compounds, 0.3% hits; in the data active = inhibition mostly above about 52%, no sharp cut-off; inactive = mostly below about 76%; also: some results filed as inactive read as strong as hits
KOR beta-arrestin-2 = kappa opioid receptor activators – cell-based, luminescence, uHTS, primary screen (AID 1777); 280,000 compounds, 0.02% hits; KOR beta-arrestin recruitment, luminescence; higher % means a stronger effect; activation, % at 10 µM, or EC50 in µM where a hit was titrated; in the data active = activation above about 50%, passing the limit was not always enough; also: a part of the inactive calls stands beside numbers as strong as those of hits
Siah-1 displacement = Siah-1 peptide-binding antagonists, primary screen, biochemical, fluorescence polarization, rhodamine-plectin, uHTS (AID 1817). Siah-1 / rhodamine-plectin peptide fluorescence polarization; higher % means a stronger effect. 290,000 compounds, 0.02% hits. one-dose displacement, % at 20 µM; IC50 in µM for titrated hits;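 active = displacement of at least 50% at 20 µM, with a fluorescence ratio check between 0.3 and a set limit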;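 also: plate controls were Siah plus tracer with DMSO for no effect and tracer alone without Siah for full effect; strong numbers were not always called active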
NOD2 inhibition = NOD2 signaling inhibitors, cell-based, luminescence, uHTS, HEK293 (AID 1566). HEK293 NOD2/NF-kB luciferase reporter, luminescence; higher % means a stronger effect. inhibition, % at 4 µM, or EC50 in µM where a hit was titrated. 290,000 compounds, 0.63% hits; also: many of its hits are not listed in these tables
Myeloid diff MLP GFP+ MAC1+ % = also measured in Myeloid diff MLP; calls as there; GFP+ MAC1+ double positive, %; measured here: differentiation confirmed by MAC1 staining
Numbers without * were called inactive; i = inactive; nt = no result given; + = active, no number; [ ] = remark or other dose. Rule as the data show it, unless noted: active = inhibition above about 50%; inactive = the rest. An excerpt, so the mix of outcomes need not match the whole.

SMILES | PhoP inhibition | NOD1 inhibition | KOR beta-arrestin-1 | Myeloid diff MLP | Myeloid diff MLP GFP+ MAC1+ % | LYP phosphatase | HIV peptide binding | KOR beta-arrestin-2 | Siah-1 displacement | NOD2 inhibition
O=C(O)CCS(=O)(=O)c1ccc(-c2ccccc2)cc1 | 31% | -10% | -17% | i | 0.5 | -2% | 4.3% | -1.5% | -1% | 6%
CN(C)c1ccc(/C=C2\CCC/C(=C\c3ccccc3)C2=O)cc1 | -9% | -6% | 10% | + | 0.6* | 1% | 81%* | -5.2% | -6% | -44%
COc1ccc(-n2c(C)cc(/C=C3\SC(=S)N(Cc4ccco4)C3=O)c2C)cc1 | 11% | -9% | 5% | + | 7.9* | 10% | 38% | 6.4% | 8% | -11%
CC(C)C[C@H](NC(=O)c1[nH]cnc1C(=O)N[C@@H](Cc1ccccc1)C(=O)OC(C)(C)C)C(=O)OC(C)(C)C | 0% | -10% | -3% | i | 1.4 | 18% | 0.6% | -0.5% | -5% | -3%
COc1ccc(N2CCN(c3oc(COc4ccc(Cl)cc4Cl)nc3C#N)CC2)cc1 | 14% | -33% | -14% | i | 1.6 | 0% | 1.2% | 2.5% | 3% | -16%
O=C(CNCc1ccccn1)N1CCc2ccccc2C1 | 5% | -8% | -26% | i | 0.5 | -5% | 1.7% | 2.4% | -4% | -4%
OC(COCc1cccs1)CN1CCN(c2ccccc2Cl)CC1 (stereo not given) | 13% | -37% | -12% | i | 0.2 | -1% | 1.9% | 1.1% | 7% | -18%
CCOc1ccc(-c2nc(-c3ccccc3)no2)cc1OCC | -8% | -60% | -29% | i | 3.2 | 1% | 4.5% | -7.9% | 3% | -14%
NC(=O)C1CCN(c2nc(C3CC3)nc3c2nnn3Cc2ccccc2)CC1 | 7% | 11% | -12% | i | 5.2 | 3% | 3.3% | 10% | -1% | 5%
COc1ccc(N2CCN(CCNC(=O)Nc3cc(Cl)ccc3OC)CC2)cc1 | -5% | -6% | -28% | i | 0.1 | 5% | 3.1% | 5.1% | 1% | 0%
CCOC(=O)c1[nH]c(C)c(C(=O)OCC(=O)NC(=O)NC(C)(C)C)c1C | 3% | -13% | 13% | i | 0.9 | -3% | -1.0% | -4.0% | 3% | 7%
O=C(Cn1cc(C(F)(F)F)ccc1=O)N/N=C/c1ccc(O)cc1 | -2% | -14% | -5% | i | 0.1 | 3% | 0.1% | 1.4% | 6% | -1%
COc1cccc(/C=C2\SC(=S)N(NS(=O)(=O)c3ccccc3)C2=O)c1OC | 11% | 4% | -17% | i | 0.8 | -8% | 27% | -3.0% | -4% | 6%
CCCCCCCCNC(=O)/C(C#N)=C/c1ccc2c(c1)OCCO2 | -12% | 6% | -20% | i | 0.0 | -3% | -1.5% | 8.9% | 2% | 13%
COc1ccc(-c2nnc(SCC(=O)Nc3ccccc3)n2C)cc1 | -14% | -12% | -15% | i | 1.0 | -3% | 0.0% | -4.6% | 2% | 6%
COc1ccc(/C=N/c2oc(-c3ccccc3)cc2C#N)cc1 | 16% | -4% | -13% | i | 1.2 | 2% | 0.1% | -4.8% | -2% | -17%
CC(C)c1cc(Br)ccc1OCCCN1C(=O)NC(C)(C)C1=O | -9% | 13% | -11% | i | 1.0 | 1% | -2.2% | -9.2% | 0% | 7%
COc1ccc(CC(=O)NNS(=O)(=O)c2ccc(F)cc2)cc1 | -2% | -8% | -10% | nt | nt | -4% | -0.5% | -1.6% | 5% | 12%
O=C(N/N=C\c1ccc(Cl)s1)c1ccc(Cn2cccn2)o1 | -4% | -14% | -4% | i | 0.4 | 5% | -0.5% | -3.1% | 2% | -3%
CCOC(=O)c1c(N2C(=O)Nc3ccccc3N2O)n[nH]c1-c1cccc(Cl)c1 | 8% | -2% | -51% | i | 0.3 | -5% | 4.3% | 2.4% | -3% | 8%
COc1ccc(CN(C)Cc2cc(=O)oc3cc(C)c(C(C)C)cc23)cc1OC | -4% | -32% | -9% | i | 2.5 | -3% | 0.9% | 0.8% | -1% | -9%
CCN(C(=O)CN(C)Cc1c(F)cccc1Cl)c1c(N)n(Cc2ccccc2)c(=O)[nH]c1=O | -5% | -10% | 6% | i | 0.6 | -5% | 2.9% | -0.7% | 6% | 11%
COc1ccc(CC(C(=O)Nc2cc(C)ccc2C)/C(N)=N/O)cc1 (stereo not given) | 10% | -12% | 0% | i | 0.7 | -6% | -1.5% | -7.4% | -3% | 4%
CCn1c(SCC(=O)Nc2ccc3c(c2)c2ccccc2n3CC)nnc1-c1cnccn1 | -1% | 2% | -122% | i | 13 | 2% | 1.0% | 3.5% | -2% | -12%
CCOC(=O)c1cnc(COc2ccc(OC)cc2)[nH]c1=O | 2% | -1% | 35% | i | 0.3 | -6% | -1.3% | 0.9% | -3% | -4%
Additional results follow.
SMILES | PhoP inhibition | NOD1 inhibition | KOR beta-arrestin-1 | Myeloid diff MLP | Myeloid diff MLP GFP+ MAC1+ % | LYP phosphatase | HIV peptide binding | KOR beta-arrestin-2 | Siah-1 displacement | NOD2 inhibition
COC(=O)C1=C(N)N(c2ccccc2F)C2=C(C(=O)CC(C)(C)C2)C1c1ccc(OC)c(OC)c1 (stereo not given) | 7% | -19% | -19% | i | 0.6 | -2% | -0.5% | 0.6% | -5% | -1%
CC(=O)c1c(C)cc(C)c(CSc2nnc(-c3ccco3)o2)c1C | 15% | -14% | 2% | i | 1.6 | -1% | 0.5% | -0.1% | 3% | 3%
Cc1cccc(NC(=O)C2C3CCC4C(CCC32)C4(Cl)Cl)c1 (stereo not given) | 3% | -39% | -38% | i | 1.5 | -1% | -0.6% | -0.2% | 9% | -26%
Cc1ccc(NC(=O)c2cccc(OCc3c(C)noc3C)c2)c(C)c1 | -9% | 17% | 15% | i | 2.7 | -8% | 7.1% | 0.7% | -1% | 22%
COc1ccc(CN2C3CCCC2CC(NC(=O)Nc2ccccc2)C3)cc1 (stereo not given) | -3% | -21% | 10% | i | 0.5 | 0% | 0.4% | -2.7% | 4% | 13%
CSc1ccc(S(=O)(=O)N2CCC(C(=O)N3CCc4ccccc4C3)CC2)cc1 | 9% | 8% | -16% | i | 0.4 | -6% | -1.2% | -3.7% | -8% | -7%
CC(C)CCNC(=S)NC1CCCC1 | 7% | 2% | 1% | i | 1.4 | -4% | -2.9% | -1.9% | 0% | 6%
COC(=O)CSc1nnc(CNc2ccc(F)cc2)o1 | 1% | 0% | -13% | i | 1.0 | -5% | 0.5% | -2.8% | -5% | 19%
COc1ccc(/C=N\NC(=O)COc2ccccc2)c(C(=O)O)c1OC | 8% | -27% | 8% | i | 0.6 | 2% | 0.8% | 0.3% | -2% | 12%
Cc1cc(NS(=O)(=O)c2cccs2)no1 | -9% | -1% | 26% | i | 0.7 | -10% | -1.7% | 6.9% | 0% | 0%
O=C(CNC(=S)N(Cc1ccccc1F)C1CCCCC1)NCCN1CCOCC1 | -2% | 8% | -6% | i | 0.8 | -2% | -1.4% | -0.1% | -4% | 15%
CCOC(=O)c1sc(N(Cc2ccccc2)C(=O)COC(=O)c2ccc(O)cc2)nc1C | 11% | 62% | -43% | i | 0.2 | 9% | 2.0% | 9.8% | 33% | 49%
CCCC(C(=O)NCC1CCCO1)N(C(=O)CNS(=O)(=O)c1ccccc1)c1ccc(F)cc1 (stereo not given) | 0% | -39% | -58% | i | 2.2 | -7% | 0.9% | 2.1% | 0% | -2%
COc1ccc(-c2noc(N3CCC(C(=O)Nc4ccccc4F)CC3)n2)cc1 | nt | -10% | 13%[20 µM] | i | 1.4 | -8% | 4.0% | -3.3% | -1% | 24%
Cc1nnc(SCC(=O)Nc2ccc3c(c2)OCCO3)s1 | 6% | -31% | 6% | i | 0.5 | -5% | 3.4% | 10% | 2% | -8%
Fc1ccccc1/C=N/n1cc(-c2ccccc2)[nH]c1=S | nt | -8% | 17% | i | 0.3 | -3% | -1.8% | 0.1% | 13% | -53%
COc1ccc(NC(=O)CN2CCC(NC(=O)C3CCCCC3)CC2)c([N+](=O)[O-])c1 | -1% | -26% | -21%[20 µM] | i | 1.5 | -5% | -0.7% | nt | 0% | 10%
O=C1Nc2cc(C(=O)N3CCN(c4ccc(F)cc4)CC3)ccc2NC1CSCc1cccc(F)c1 (stereo not given) | 5% | 15% | 10% | + | 10* | -3% | 11% | -3.2% | -8% | -8%
Fc1ccc(-c2nnn3c2nc(NCc2ccccc2)c2ccccc23)cc1 | -12% | 1% | 26% | i | 0.6 | -9% | 3.1% | -0.9% | 24% | -5%
O=C(NCCCO)c1cc2c(cn1)[nH]c1ccccc12 | 17% | -8% | -2% | i | 4.4 | -8% | -1.4% | -7.0% | 7% | 11%
COc1cc(C(=O)NCc2cccc3ccccc23)ccc1OCc1ccccc1 | -2% | -5% | 35% | i | 2.4 | 0% | -1.2% | -1.6% | 6% | 18%
O=C1[C@@H]2CSCN2C(=O)CN1Cc1cccc(C(F)(F)F)c1 | 6% | -12% | 33% | i | 0.3 | -9% | 1.5% | -2.8% | 0% | 0%
Cc1nc2cc(NC(=O)NCCCO)ccc2o1 | 5% | -33% | 0% | i | 0.4 | -12% | -0.6% | -4.6% | 0% | 4%
Cc1ccc(C)c(NC(=O)C2CCCN(S(=O)(=O)c3cccnc3)C2)c1 (stereo not given) | 1% | -22% | -30% | i | 1.9 | -7% | -0.1% | 2.0% | -1% | 10%
CCOC(=O)Oc1ccc(C(=O)OCCCN(C)C)cc1OC | -31% | 7% | 9% | i | 0.2 | -6% | -1.8% | 0.9% | -10% | 12%
O=[N+]([O-])c1ccc(Cl)c(S(=O)(=O)n2ccnc2)c1 | -3% | 6% | -15% | i | 0.2 | -6% | 2.3% | 1.5% | 3% | 18%
Cc1ccccc1Oc1ccc(Oc2ccccc2C)nn1 | 8% | -56% | 15% | i | 7.7 | 4% | -1.0% | nt | -1% | -62%
O=C(O)CNC(=S)N(Cc1ccco1)Cc1ccccc1Cl | -2% | -29% | -2% | i | 0.4 | 2% | 4.3% | -0.7% | 15% | 5%
COc1ccc(NC(=O)O/N=C2/CCCc3ccc(OC)cc32)cc1 | 9% | -28% | 16% | i | 0.5 | -3% | 1.0% | -1.2% | 2% | -5%
Cc1cccc(/C(N)=N/OC(=O)CCCN2C(=O)c3ccccc3C2=O)c1 | -2% | 5% | 13% | i | 1.0 | -1% | -2.3% | 4.9% | 1% | 6%

Full records as entered above. Order of values: PhoP inhibition | NOD1 inhibition | KOR beta-arrestin-1 | Myeloid diff MLP | Myeloid diff MLP GFP+ MAC1+ % | LYP phosphatase | HIV peptide binding | KOR beta-arrestin-2 | Siah-1 displacement | NOD2 inhibition
Cc1ccc(NC(=O)c2cccc(OCc3c(C)noc3C)c2)c(C)c1 reads -9% | 17% | 15% | i | 2.7 | -8% | 7.1% | 0.7% | -1% | 22%
Fc1ccc(-c2nnn3c2nc(NCc2ccccc2)c2ccccc23)cc1 reads -12% | 1% | 26% | i | 0.6 | -9% | 3.1% | -0.9% | 24% | -5%
Cc1cc(NS(=O)(=O)c2cccs2)no1 reads -9% | -1% | 26% | i | 0.7 | -10% | -1.7% | 6.9% | 0% | 0%
COc1ccc(CN2C3CCCC2CC(NC(=O)Nc2ccccc2)C3)cc1 (stereo not given) reads -3% | -21% | 10% | i | 0.5 | 0% | 0.4% | -2.7% | 4% | 13%
